Screening results deposited in PubChem by several laboratories.
Peg3 prom inh – Peg3 promoter activity inhibition. HeLa PEG-Prom luciferase reporter, luminescence, overnight. inhibition, % at 20 µM. 1.7% of 360,000 active;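 active means inhibition of at least 50% at 20 µM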
Vif inh – HIV Vif inhibition; HEK293T cells, Vif self-association by quenched fluorescence, imaging, 24 h; inhibition, % at 7.49 µM; 0.35% of 340,000 active; AID 602346; in the data active means inhibition above about 50%, passing the limit was not always enough; further: some results filed as inactive read as strong as hits
HIF-2a block – blocks HIF-2a reporter activity; 786-0 RCC cells HIF-2a reporter, luciferase luminescence, overnight; inhibition, % at 18.8 µM; 0.72% of 360,000 active;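 active means inhibition of the luminescence signal of 40% or more relative to plate controls, in a single-dose primary screen at 18.75 µM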
aDG glyco act – increases alpha dystroglycan glycosylation; Pro5-aDG cells, alpha-DG glycosylation AlphaScreen (IIH6); 0% Pro5, 100% B10-LARGE cell signal; activation, % at 10 µM; 0.22% of 360,000 active;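 active means activation of at least 8% versus controls, or a plate z-score of at least 8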;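 further: Pro5 are CHO cells carrying HIG-tagged alpha-DG that lacks glycosylation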
PDI inh – PDI (human) enzyme inhibition; P07237; PDI insulin aggregation turbidity, A650, 90 min; inhibition, % at 10 µM; 0.052% of 350,000 active; AID 588391;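 active means mean inhibition across replicates of 30% or more, whatever share of single replicates reach that level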;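 further: absorbance from insulin aggregation driven by PDI reduction with DTT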
Target sequence (P07237 whole entry, looked up): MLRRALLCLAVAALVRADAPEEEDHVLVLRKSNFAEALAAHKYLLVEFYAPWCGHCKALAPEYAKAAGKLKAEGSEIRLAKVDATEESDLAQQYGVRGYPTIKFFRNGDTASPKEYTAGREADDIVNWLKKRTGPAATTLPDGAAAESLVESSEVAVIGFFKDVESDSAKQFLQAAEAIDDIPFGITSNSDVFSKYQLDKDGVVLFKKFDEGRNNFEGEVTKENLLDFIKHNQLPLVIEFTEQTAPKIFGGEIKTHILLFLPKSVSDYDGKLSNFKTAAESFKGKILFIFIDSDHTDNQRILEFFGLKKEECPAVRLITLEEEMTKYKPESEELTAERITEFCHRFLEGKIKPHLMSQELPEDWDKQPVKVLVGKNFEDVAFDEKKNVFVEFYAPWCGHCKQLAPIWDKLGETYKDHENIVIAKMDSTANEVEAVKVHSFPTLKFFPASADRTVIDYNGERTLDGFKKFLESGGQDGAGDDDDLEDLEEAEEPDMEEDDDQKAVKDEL
NR2E3 ag-1 – agonists of human nuclear receptor NR2E3; Q9Y5X4; GST-NR2E3/biotin-RetCOR TR-FRET, 1536-well; inhibition of corepressor binding, % at 4.78 µM; 0.12% of 320,000 active; AID 2300;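 active means percent inhibition above the cutoff of mean plus 3 SD of all tested compounds, set per screening campaign, cut at about 20% in these data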;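 further: 0% = DMSO wells and 100% = biotin wells as full block of FRET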
Target sequence (Q9Y5X4 whole entry, looked up): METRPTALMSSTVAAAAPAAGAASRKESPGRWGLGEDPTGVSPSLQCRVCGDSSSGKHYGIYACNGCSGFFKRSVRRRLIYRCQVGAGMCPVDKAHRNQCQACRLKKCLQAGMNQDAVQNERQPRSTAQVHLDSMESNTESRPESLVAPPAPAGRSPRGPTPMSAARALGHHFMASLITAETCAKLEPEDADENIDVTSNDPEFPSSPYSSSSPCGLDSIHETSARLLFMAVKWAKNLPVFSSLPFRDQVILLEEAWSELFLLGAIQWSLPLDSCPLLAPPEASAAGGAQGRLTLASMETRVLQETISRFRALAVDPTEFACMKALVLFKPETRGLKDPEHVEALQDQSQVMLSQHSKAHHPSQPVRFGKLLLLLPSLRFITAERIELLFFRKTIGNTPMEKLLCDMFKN
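system = GST-tagged NR2E3 plus biotinylated RetCOR corepressor | input = 1.35 nM GST-NR2E3 | also added = 7 nM biotin-RetCOR | schedule = 5 h incubation at 4 °C | measured by = TR-FRET with europium anti-GST and streptavidin-D2, 340 nm excitation | read-out = percent loss of FRET ratio relative to control wells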
CaV13 FRET inh – Primary screen for inhibitors of IQ motif and Ca2+-dependent inactivation inhibitor domain binding in CACNA1D, Förster resonance energy transfer in living cells, …. HEK cells, CFP/YFP FRET ICDI-IQ, plate reader, 10 min; percent FRET-ratio fall versus neutral wells. inhibition, % at 12.3 µM. 0.098% of 340,000 active;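 active means mean replicate inhibition of at least 30% and at least 1% of replicates passing that level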;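 further: 0% = median of the neutral control wells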
Exocytosis inh – lytic granule exocytosis inhibition | TALL-104 LAMP-1 surface exposure, flow cytometry; cells stimulated with thapsigargin and PMA | inhibition, % at 10 µM | 0.66% of 360,000 active | AID 651702;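 active means inhibition above about 55%, limit read from the data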
iPSC survival up – increases survival of single human iPS cells | hiPSC single-cell survival, ATPlite luminescence; 100% = ROCK inhibitor wells, 0% = DMSO | survival enhancement, % at 20 µM | 0.044% of 360,000 active | AID 602274; in the data active means survival enhancement above about 18%;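 further: cells exposed to compounds for 16 hours before the ATP read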
TRPM1 prom inh – MITF TRPM1 promoter inhibition in SK-MEL-5 cells; SK-MEL-5 TRPM1 promoter luciferase, 24 h; 0.83% of 330,000 active; inhibition, % at 12.5 µM;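 active means mean inhibition across replicates of 60% or more, whatever share of single replicates reaches that level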; further: values of inactives mirror those of a sister screen read the other way
NR2E3 ag-2 – agonists of human NR2E3 nuclear receptor; 0.35% of 360,000 active; inhibition of corepressor binding, % at 3.98 µM; CHO-S Gal4-NCOR/VP16-NR2E3 two-hybrid, luciferase; AID 602229; Q9Y5X4;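 active means inhibition above the mean of all tested compounds plus 3 SD, cut at about 70% in these data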;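 further: 0% = DMSO with NR2E3 transfected cells and 100% = cells lacking NR2E3 construct; higher means lower luciferase signal from less NR2E3 corepressor binding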
An asterisk follows results filed as active; . = no result given.

nr	SMILES	Peg3 prom inh	Vif inh	HIF-2a block	aDG glyco act	PDI inh	NR2E3 ag-1
1	Cc1[nH]c2c([N+](=O)[O-])cccc2c1C	-7	0	-11	-0.1	-1	5
2	CC(C)NC(=O)C(Sc1ccccc1)c1ccccc1 (stereo unspecified)	0	.	8	-0.1	-2	1
3	COc1ccc(CN2C(=O)C(CC(=O)NCc3cccs3)CC(C(=O)N(C(C)C)C(C)C)=C2C)cc1 (stereo unspecified)	6	-6	-5	2.1	3	.
4	Cc1ccccc1N1CCN(C2CCCN(C(=O)c3cc[n+]([O-])cc3)C2)CC1 (stereo unspecified)	1	0	5	0.3	4	2
5	CCCCn1cnc2c(SCc3cccc(F)c3)nc(N)nc21	-90	-13	-158	0.0	0	.
6	CC(C)(C)c1ccc(-c2cc(-c3ccccc3O)[nH]n2)cc1	-69	-4	-30	0.2	-1	2
7	Cc1cccc(CN2CCN(C3CN(Cc4cn(Cc5cccc(Cl)c5)nn4)S(=O)(=O)C3)CC2)c1 (stereo unspecified)	.	.	6	0.0	.	.
8	CC1(c2ccc(Cl)cc2)NC(=O)N(CC(=O)N2CCN(C(=O)c3cccs3)CC2)C1=O (stereo unspecified)	10	7	15	0.0	0	.
9	COc1ccccc1CCNC(=O)Nc1cccc([N+](=O)[O-])c1	-26	0	-57	0.6	4	-3
10	C/C(=C\C#N)n1nc(C)cc1N	-3	1	8	-0.2	10	1
11	CCOc1ccc(C2C(C#N)=C(N)SC(N)=C2C#N)cc1OCC	14	9	2	-0.3	-2	12
12	O=C(COC(=O)Cc1ccsc1)Nc1ccccc1	20	2	22	-0.1	-10	1

nr	CaV13 FRET inh	Exocytosis inh	iPSC survival up	TRPM1 prom inh	NR2E3 ag-2
1	1	6	0.3	6	-17
2	-5	2	1.5	2	34
3	-6	-2	-2.0	.	30
4	-6	-4	0.3	-4	-24
5	-8	-1	3.6	-28	-39
6	4	0	-0.4	8	7
7	-6	3	-0.5	.	10
8	-18	-3	-0.5	.	-13
9	-4	6	-0.2	5	-13
10	.	-5	-1.0	4	7
11	-9	-2	-0.6	9	-19
12	-15	3	0.1	-6	2

Next structures
nr	SMILES	Peg3 prom inh	Vif inh	HIF-2a block	aDG glyco act	PDI inh	NR2E3 ag-1
13	COC(=O)Cc1ccc(NC(=S)NCc2ccccc2OC)cc1	-6	1	4	0.4	0	-2
14	COc1ccccc1C(=O)NCCC(=O)NCCc1ccccc1	-62	8	-55	0.0	-4	3
15	O=C1CSC(c2ccncc2)N1Cc1ccccc1 (stereo unspecified)	-2	4	9	-0.2	1	-2
16	Cc1cc(C)nc(SCCC(=O)Nc2ccccc2C)n1	18	-13	-2	-0.1	-10	-2
17	Cc1cccc(NC(=S)NCc2ccccn2)c1	-94	0	-150	0.7	-14	2
18	Cc1nc(-c2ccccn2)nc(N2CCOCC2)c1Cl	10	-2	14	0.1	-9	-2
19	COC(=O)c1c(NC(=O)CCCC(=O)O)sc2c1CCCCC2	-25	7	51*	-0.4	7	3
20	CCc1ccc2oc(-c3ccc(N)cc3)nc2c1	-74	.	-98	-0.2	-1	-1
21	CC(=O)Nc1ccc(Nc2nc3ccccc3n3cnnc23)cc1	-1	1	0	0.0	-8	-3
22	CCCSc1nc(C)c(CC(=O)OCC)c(=O)[nH]1	19	3	20	0.0	1	-3
23	CN(Cc1ccccc1NCC(=O)Nc1ccccc1C#N)C1CCCCC1	-19	5	10	0.1	1	-1
24	CCOC(=O)N1CCN(C(=O)c2ccc(S(=O)(=O)Nc3ccccc3)cc2)CC1	6	0	10	0.3	25	.

nr	CaV13 FRET inh	Exocytosis inh	iPSC survival up	TRPM1 prom inh	NR2E3 ag-2
13	-26	-4	1.9	-9	-2
14	-6	-1	-0.1	-23	-36
15	-29	2	-1.1	8	-4
16	.	-3	-0.3	0	-8
17	.	-6	-1.6	-4	-45
18	4	5	-0.4	4	13
19	-1	1	-0.7	18	-14
20	-7	-6	-1.6	-5	-134
21	-14	-6	-0.8	-7	-15
22	.	1	2.6	-7	-5
23	-1	-2	-0.6	7	-19
24	-14	0	-2.2	-4	11

Part of the list above in order of heavy-atom count, rising.
nr	SMILES	Peg3 prom inh	Vif inh	HIF-2a block	aDG glyco act	PDI inh	NR2E3 ag-1
1	Cc1[nH]c2c([N+](=O)[O-])cccc2c1C	-7	0	-11	-0.1	-1	5
15	O=C1CSC(c2ccncc2)N1Cc1ccccc1 (stereo unspecified)	-2	4	9	-0.2	1	-2
16	Cc1cc(C)nc(SCCC(=O)Nc2ccccc2C)n1	18	-13	-2	-0.1	-10	-2
6	CC(C)(C)c1ccc(-c2cc(-c3ccccc3O)[nH]n2)cc1	-69	-4	-30	0.2	-1	2
19	COC(=O)c1c(NC(=O)CCCC(=O)O)sc2c1CCCCC2	-25	7	51*	-0.4	7	3
21	CC(=O)Nc1ccc(Nc2nc3ccccc3n3cnnc23)cc1	-1	1	0	0.0	-8	-3
24	CCOC(=O)N1CCN(C(=O)c2ccc(S(=O)(=O)Nc3ccccc3)cc2)CC1	6	0	10	0.3	25	.
8	CC1(c2ccc(Cl)cc2)NC(=O)N(CC(=O)N2CCN(C(=O)c3cccs3)CC2)C1=O (stereo unspecified)	10	7	15	0.0	0	.

nr	CaV13 FRET inh	Exocytosis inh	iPSC survival up	TRPM1 prom inh	NR2E3 ag-2
1	1	6	0.3	6	-17
15	-29	2	-1.1	8	-4
16	.	-3	-0.3	0	-8
6	4	0	-0.4	8	7
19	-1	1	-0.7	18	-14
21	-14	-6	-0.8	-7	-15
24	-14	0	-2.2	-4	11
8	-18	-3	-0.5	.	-13

Next section
nr	SMILES	Peg3 prom inh	Vif inh	HIF-2a block	aDG glyco act	PDI inh	NR2E3 ag-1
25	CC(NC(=S)Nc1ccc(F)cc1)C(c1cccs1)N1CCOCC1 (stereo unspecified)	16	.	14	-0.1	.	-1
26	Cn1c(N)c(C(=O)COC(=O)CCCOc2ccc(Cl)cc2Cl)c(=O)n(C)c1=O	1	-1	8	0.4	2	0
27	CC(C)c1ccc(/C=C2\C(=N)N3N=C(CC(=O)N4CCCCC4)SC3=NC2=O)cc1	17	-19	4	-0.2	4	4
28	OCC[C@H]1C[C@@H](O)[C@H](O)[C@]2(OCCc3ccccc32)O1	8	3	5	0.1	3	0
29	Cc1ccc(S(=O)(=O)NCC(=O)OCC(=O)NCc2ccc3c(c2)OCO3)cc1	0	14	-3	-0.3	2	.
30	O=C(CC(Nc1ccccc1Cl)C(=O)OCC(=O)c1cccs1)c1ccccc1 (stereo unspecified)	-278	1	-85	0.0	-6	-2
31	Fc1ccc(OCc2nn3c(Cn4nnc5ccccc54)nnc3s2)cc1	-6	-9	-3	0.5	-13	3
32	CC(=O)NC1Sc2ccccc2N=C1c1ccccc1 (stereo unspecified)	-200	14	-176	0.0	2	0
33	CCOc1cccc(C(=O)Nc2nc(-c3ccc(S(=O)(=O)N4CCOCC4)cc3)cs2)c1	29	-27	22	0.1	-1	2
34	Cc1cc(C)c(C)c(N=Nc2nc3ccccc3n2C)c1C	-110	-4	-89	0.3	-1	-2
35	O=C1c2ccccc2C(=O)N1C/C=C/c1ccccc1	-14	0	-26	0.0	-7	0
36	CC(=O)c1cc(NC(=O)c2cccc(C(F)(F)F)c2)c(=O)oc1C	2	9	-10	-0.6	3	0

nr	CaV13 FRET inh	Exocytosis inh	iPSC survival up	TRPM1 prom inh	NR2E3 ag-2
25	3	0	1.5	.	6
26	-3	11	-0.3	0	-7
27	-7	-2	0.4	-4	0
28	-12	-2	0.6	2	-22
29	-6	-4	0.4	-3	-18
30	-6	4	-2.5	17	-10
31	-6	3	2.2	4	-23
32	-6	-1	-0.3	-55	-113
33	.	-1	6.0	19	-6
34	-5	4	-0.3	21	-17
35	-4	1	0.3	-10	-14
36	14	-3	-1.0	6	-19

Carrying on.
nr	SMILES	Peg3 prom inh	Vif inh	HIF-2a block	aDG glyco act	PDI inh	NR2E3 ag-1
37	O=C(NC1CC1)C1=C[C@H](C2CC2)C[C@H](OCCCCO)O1	3	-15	9	-0.2	6	5
38	COc1ccc(CNC(=O)C(C)NC(=O)c2cc3ccccc3o2)cc1 (stereo unspecified)	10	3	-3	3.5	-1	-2
39	COc1ccc(-c2noc(CNC(=O)CCCN3C(=O)[C@H]4CC=CC[C@H]4C3=O)n2)cc1	5	4	2	0.2	2	1
40	Cc1ccc(S(=O)(=O)N(C)C)cc1NC(=O)COC(=O)CCC(=O)c1cccs1	0	-1	16	-0.1	-4	-2
41	Cc1noc(NS(=O)(=O)c2ccc(NC(=O)c3cnc4scc(C)n4c3=O)cc2)c1C	2	-5	13	-0.1	.	-3
42	Cc1c(-c2ccccc2)[n+](=O)c(-c2ccco2)c(C)n1[O-]	17	-8	-33	0.1	-3	-3
43	O=S(=O)(Cc1ccccc1)C(c1ccccc1)S(=O)(=O)Cc1ccccc1	18	-3	5	-0.2	-17	.
44	Cc1ccc(NC(=O)Nc2cccc(C)n2)c(C)c1	-198	-4	-252	0.3	-3	2

nr	CaV13 FRET inh	Exocytosis inh	iPSC survival up	TRPM1 prom inh	NR2E3 ag-2
37	-6	-1	-2.2	-16	4
38	-5	-2	-1.2	5	-16
39	-4	-2	0.6	-7	28
40	-6	-4	-0.6	-6	-30
41	-3	-5	0.6	5	-32
42	-4	0	5.1	1	-3
43	-6	-4	-1.1	.	-5
44	2	-2	-0.7	-22	-48

Entries of single compounds, quoted from the list:
Shown for Fc1ccc(OCc2nn3c(Cn4nnc5ccccc54)nnc3s2)cc1 : Peg3 prom inh: -6; Vif inh: -9; HIF-2a block: -3; aDG glyco act: 0.5; PDI inh: -13; NR2E3 ag-1: 3; CaV13 FRET inh: -6; Exocytosis inh: 3; iPSC survival up: 2.2; TRPM1 prom inh: 4; NR2E3 ag-2: -23
Shown for Cc1noc(NS(=O)(=O)c2ccc(NC(=O)c3cnc4scc(C)n4c3=O)cc2)c1C : Peg3 prom inh: 2; Vif inh: -5; HIF-2a block: 13; aDG glyco act: -0.1; PDI inh: .; NR2E3 ag-1: -3; CaV13 FRET inh: -3; Exocytosis inh: -5; iPSC survival up: 0.6; TRPM1 prom inh: 5; NR2E3 ag-2: -32
